# M5 antag: antagonists of human muscarinic M5 receptor (CHRM5); CHO-hM5 cells, Fluo-8 calcium fluorescence, ACh EC80; P08912; 360,000 compounds, 0.59% hits; inhibition, % at 3 µM;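 active = inhibition above a per-plate cutoff, the mean of that plate's test compounds plus 3 SD, cut at about 27% in these data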;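 also: 0% = acetylcholine EC80 with DMSO and 100% = DMSO without agonist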
# Target sequence (P08912 whole entry, looked up): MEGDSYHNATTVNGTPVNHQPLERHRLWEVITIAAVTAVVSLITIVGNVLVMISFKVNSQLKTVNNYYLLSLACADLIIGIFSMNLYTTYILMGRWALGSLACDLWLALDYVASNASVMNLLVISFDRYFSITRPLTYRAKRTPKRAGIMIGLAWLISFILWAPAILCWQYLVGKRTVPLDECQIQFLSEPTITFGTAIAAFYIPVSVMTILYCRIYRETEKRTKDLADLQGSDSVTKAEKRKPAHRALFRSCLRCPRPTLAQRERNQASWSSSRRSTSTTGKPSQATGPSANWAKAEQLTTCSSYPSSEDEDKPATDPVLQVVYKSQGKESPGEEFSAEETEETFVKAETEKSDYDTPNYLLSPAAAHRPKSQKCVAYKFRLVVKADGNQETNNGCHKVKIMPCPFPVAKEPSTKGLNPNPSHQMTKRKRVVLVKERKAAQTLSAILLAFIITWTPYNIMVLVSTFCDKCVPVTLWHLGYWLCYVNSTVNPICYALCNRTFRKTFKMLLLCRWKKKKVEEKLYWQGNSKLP
# M1 PAM parental: M1 PAM counterscreen hit in parental CHO-K1 cells. AID 602247. 360,000 compounds, 0.02% hits. activation, % at 3 µM. ATP EC20, Fluo-8 calcium fluorescence; 0% at ATP EC20, 100% at ATP max;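 active = activation above the run cutoff, the mean activation of all test compounds plus 3 SD, cut at about 40% in these data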;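 also: peak over basal fluorescence ratio in a 140 s read after ATP addition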
# TAAR1 agonist: human TAAR1 agonism; CHO RD-HGA16 TAAR1, Fluo-8 calcium fluorescence; vehicle wells 0%, saturating PEA agonist 100%; AID 624467; activation, % at 3 µM; Q96RJ0; 360,000 compounds, 0.99% hits;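 active = activation above the mean activation of all test compounds in the run plus 3 SD, cut at about 38% in these data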
#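 Assay system: CHO-derived RD-HGA16 cells with stable Gα16 and human TAAR1; timing: 17-24 h seeding, 75 min 37 °C dye, 30 min RT; read-out: % activation from peak over basal fluorescence ratio, DMSO-to-PEA scaled; measured by: kinetic Fluo-8 calcium fluorescence; benchmarks: low control DMSO, high control PEA (EC100); doses: 3 µM single concentration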
# TAAR1 antagonist: antagonists of human TAAR1 | Q96RJ0 | CHO RD-HGA16 TAAR1, Fluo-8 calcium fluorescence, antagonist | inhibition, % at 3 µM | 360,000 compounds, 1.5% hits | AID 624466;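 active = inhibition above a per-plate cutoff, the mean inhibition of test compounds on that plate plus 3 SD, cut at about 49% in these data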;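 also: 0% = DMSO plus EC80 beta-PEA response and 100% = DMSO alone without agonist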
#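 System: RD-HGA16 CHO cells with stable hTAAR1 and Gα16 | Probe or stimulus: EC80 β-phenethylamine stimulus | Dosing: 3 µM, single point | Times: Dye loading 75 min at 37 °C, then 30 min room temperature | Measured by: Fluo-8 calcium-sensitive fluorescence | Read-out basis: % inhibition of agonist calcium response | Replicates: n of 1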
# M5 ag: agonists of human muscarinic M5 receptor (CHRM5) | P08912 | AID 624037 | CHO-K1 hM5 cells, Fluo-8 calcium fluorescence; 0% DMSO wells, 100% maximal acetylcholine response | activation, % at 3 µM | 360,000 compounds, 0.19% hits;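 active = activation above the run's mean over test compounds plus 3 SD, cut at about 23% in these data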;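 also: signal is peak over basal fluorescence ratio across the kinetic read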
# CRFR2-BP ag: agonists of human CRF-binding protein/CRF-R2 receptor complex. HEK293 CRF-R2/CRF-BP, calcium dye fluorescence (FLIPR); percent of saturating CRF peptide response. activation, % at 13.2 µM. 350,000 compounds, 0.46% hits. AID 588473;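 active = activation of at least 50%, plus an integration ratio under a set limit after plate pattern correction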;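 also: plate controls were neutral control wells without compound for no effect and CRF at EC100 for full effect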
# CRFBP-R2 block: blocks CRF-induced signaling of the CRF-BP/CRF-R2 complex. HEK293 CRF-R2/CRF-BP, CRF-induced calcium fluorescence. inhibition, % at 11.8 µM. 350,000 compounds, 0.59% hits. AID 588475;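 active = inhibition of the ligand-induced calcium signal above about 50% at the single tested concentration, limit read from the data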
# M4 PAM: CHRM4 positive allosteric modulation. P08173. CHO-K1 hM4/Gqi5, Fluo-8 calcium fluorescence, ACh EC20; 0% = ACh EC20, 100% = maximal ACh. activation, % at 3 µM. 360,000 compounds, 0.4% hits. AID 624126;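 active = activation above its plate's cutoff, the mean activation of sample wells plus 3 SD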; also: some results filed as inactive read as strong as hits
# Target sequence (P08173 whole entry, looked up): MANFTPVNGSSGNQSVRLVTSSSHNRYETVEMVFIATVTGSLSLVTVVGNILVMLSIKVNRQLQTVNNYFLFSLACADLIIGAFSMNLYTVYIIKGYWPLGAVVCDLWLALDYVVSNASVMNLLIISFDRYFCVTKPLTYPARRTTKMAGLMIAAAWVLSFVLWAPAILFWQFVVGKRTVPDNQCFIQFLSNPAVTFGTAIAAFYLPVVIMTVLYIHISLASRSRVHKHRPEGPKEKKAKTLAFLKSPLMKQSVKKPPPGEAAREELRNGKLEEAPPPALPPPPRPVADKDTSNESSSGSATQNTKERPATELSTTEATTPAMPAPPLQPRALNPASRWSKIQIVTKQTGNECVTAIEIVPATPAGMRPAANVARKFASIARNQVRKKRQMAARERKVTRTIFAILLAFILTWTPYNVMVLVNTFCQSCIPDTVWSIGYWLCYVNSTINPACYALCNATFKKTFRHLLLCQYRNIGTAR
# M5 PAM: positive allosteric modulators of human muscarinic M5 receptor; activation, % at 3 µM; CHO-K1 hM5, Fluo-8 calcium, ACh EC20 PAM; 0% = ACh EC20, 100% = ACh EC100; 360,000 compounds, 0.3% hits;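 active = activation above the run cutoff, the mean activation of all test compounds plus 3 SD, cut at about 18% in these data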
#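 Test system: CHO-K1 hM5 cells / Doses: single-point, 3 µM nominal / Times: Post-acetylcholine fluorescence recording 140 s / Technique: Fluo-8 calcium fluorescence / Measure: Max/basal fluorescence ratio as % of EC20–EC100 ACh window / Benchmarks: low control EC20 acetylcholine (0%), high control EC100 acetylcholine (100%) / Replicates: one well per compound, no replicates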
# * = called active by the depositor; . = not tested or not shown. Hits appear at their usual frequency. About 4.2% of those tested had a hit in this group.
SMILES,M5 antag,M1 PAM parental,TAAR1 agonist,TAAR1 antagonist,M5 ag,CRFR2-BP ag,CRFBP-R2 block,M4 PAM,M5 PAM
CC(=O)Oc1ccc(Cn2cnc3cc4ccccc4cc32)cc1,4,21,8,0,2,0.4,1,10,-4
Cc1cccc(N=Nc2cnc(N)s2)c1,-1,15,-2,5,0,-2.7,0,-4,4
N#Cc1c(-c2ccccc2Cl)cc(C2CC2)nc1N,-3,43*,92*,0,56*,16,-91,7,2
Cc1ccc2c(=O)c(C(=O)NCc3cccs3)c[nH]c2c1,-17,26,12,-9,4,-2.0,-10,3,6
CC(C)Cn1c(-c2cccnc2)nc2c1c(=O)[nH]c(=O)n2CC(C)C,4,7,-1,-3,-3,-1.3,-4,-1,2
CN(CC(=O)Nc1cccc(F)c1)C(=O)CC1CCCCC1,8,-9,6,-10,1,1.6,9,3,-4
O=C(c1ccccc1)N1CCN(C(=O)c2cc3nc(-c4ccccc4)cc(C(F)(F)F)n3n2)CC1,7,6,2,35,-1,0.1,5,-8,-3
CCCN(C(=O)C1CCN(S(=O)(=O)c2ccc(OC)c(OC)c2)CC1)C1CCS(=O)(=O)C1 (stereo not drawn),-2,-21,0,-25,3,-0.6,6,4,9
COC(=O)c1cc(C(=O)Nc2nnc(C3CC3)s2)cc([N+](=O)[O-])c1,4,1,3,-12,2,-3.0,-15,-3,-3
O=C1CSC(=S)N1c1ccc(O)cc1,4,-27,8,0,1,0.7,-3,-1,2
Cc1ccc(C(=O)NCC(=O)OCC(=O)c2ccc3c(c2)NC(=O)CO3)cc1,-14,2,-1,-28,-1,-0.5,-7,1,2
O=C(Nc1ccc2c(c1)OCO2)C1COc2ccccc2O1 (stereo not drawn),2,16,2,-15,1,-3.2,22,1,-6
Cc1[nH]nc2c1C(CCc1ccccc1)C(C#N)=C(N)O2 (stereo not drawn),-1,-7,7,-1,-1,-0.9,1,-4,0
Cc1ccccc1C1(O)c2ccccc2-c2ccccc21,5,1,7,4,-2,0.3,14,-5,-10
Cc1noc(C(=O)Nc2cccc(O)c2)c1Cl,-10,14,3,-8,1,0.8,-10,12,10
O=C(O)C1=C[C@@H](O)[C@@H](O)[C@H](O)C1,-5,12,1,-20,0,1.2,12,9,3
c1ccc(N=Nc2cn[nH]c2-c2ccco2)cc1,-3,4,8,-6,0,1.7,33,1,-6
CCOCCCNCC(=O)N1CCN(S(=O)(=O)c2ccc(C)cc2)CC1,2,-10,1,4,-2,-0.1,-27,-3,-1
CCOc1ccc(NC(=O)CSc2nc3c([nH]c4ccccc43)c(=O)n2C)cc1,-1,20,0,-4,-2,-2.8,2,3,0
CC(C)COC(=O)N(C)C[C@@H]1OCc2cn(nn2)CCCC(=O)N([C@@H](C)CO)C[C@H]1C,-8,-5,4,-7,0,2.4,-3,12,4

# Among those listed so far, these have an NH in an aromatic ring.
SMILES,M5 antag,M1 PAM parental,TAAR1 agonist,TAAR1 antagonist,M5 ag,CRFR2-BP ag,CRFBP-R2 block,M4 PAM,M5 PAM
Cc1ccc2c(=O)c(C(=O)NCc3cccs3)c[nH]c2c1,-17,26,12,-9,4,-2.0,-10,3,6
CC(C)Cn1c(-c2cccnc2)nc2c1c(=O)[nH]c(=O)n2CC(C)C,4,7,-1,-3,-3,-1.3,-4,-1,2
Cc1[nH]nc2c1C(CCc1ccccc1)C(C#N)=C(N)O2 (stereo not drawn),-1,-7,7,-1,-1,-0.9,1,-4,0
c1ccc(N=Nc2cn[nH]c2-c2ccco2)cc1,-3,4,8,-6,0,1.7,33,1,-6
CCOc1ccc(NC(=O)CSc2nc3c([nH]c4ccccc43)c(=O)n2C)cc1,-1,20,0,-4,-2,-2.8,2,3,0

# Next section:
SMILES,M5 antag,M1 PAM parental,TAAR1 agonist,TAAR1 antagonist,M5 ag,CRFR2-BP ag,CRFBP-R2 block,M4 PAM,M5 PAM
CCCc1c(C)c(C#N)c2nc3ccccc3n2c1NCCCN1CCOCC1,14,12,11,-8,-5,0.7,-9,12,-8
COc1ccc(NC(=O)C2CCCCN2N)cc1OCC(C)C (stereo not drawn),3,18,4,14,-1,0.6,4,-2,-2
CCOC(=O)C(Cc1ccc(OC)c([N+](=O)[O-])c1)NC(=O)CCC(=O)Nc1ccc(OC)cc1 (stereo not drawn),5,-3,0,-2,3,-5.2,-10,10,4
CCc1nnc(NC(=O)c2ccc(S(=O)(=O)N3CCOCC3)cc2)s1,2,18,1,-5,0,-0.5,-8,4,0
Oc1c(Cl)cc(Cl)cc1CNn1cnnc1,0,12,0,-10,-2,12,11,-2,3
O=c1[nH]c2cc(Cl)ccc2c(O)c1-c1cccc(Oc2ccccc2)c1,1,13,1,-17,1,0.3,-27,-3,0
CN(C)c1nc(N)c([N+](=O)[O-])c(NCc2ccccc2)n1,-4,17,1,-25,-4,0.8,18,5,2
COCCn1c(SCC(=O)Nc2sccc2C(N)=O)nc2cc(Cl)ccc2c1=O,9,13,24,37,0,-0.1,14,-4,-3
O=C(Nc1ccccn1)C12CC3CC(C1)CC(C(=O)Nc1ccccn1)(C3)C2,5,-3,2,-15,-5,-0.6,4,2,-3
CCc1sc(C(=O)N2CCN(c3ncccn3)CC2)cc1Br,3,13,14,-10,1,0.6,-21,-3,-1
CCC(=O)NC(=S)Nc1ccc(NC(=O)COc2ccc(Cl)c(C)c2)cc1,-9,15,2,3,-2,5.7,-19,-1,-6
Cc1cc(C)n2c3c(c(C#N)c2n1)CCCC3,-13,13,-1,-20,-1,-0.6,10,10,8
O=C(NCc1cccnc1)c1ccc(N2CCOCC2)c([N+](=O)[O-])c1,2,18,3,-14,-3,0.1,-18,-1,-3
OCc1nc2ccccc2n1CCCOc1ccccc1,-2,-2,5,-20,1,-0.6,0,-3,-2
CC(=O)NC1C(=O)N(CC(C)C)c2ccccc21 (stereo not drawn),3,21,2,-6,-2,-0.8,5,7,-2
CCc1cccc2c(C(=O)CN3C(=O)NC4(CCCCCC4)C3=O)c[nH]c12,0,-1,5,2,-3,0.5,-17,6,8
CC1=C(C(=O)NC2CC(C)(C)Cc3c2cnn3-c2ccc(C)cc2)OCCO1 (stereo not drawn),25,-3,-3,-29,-3,-3.2,9,-3,-6
CCCNC(=O)NC(=O)COC(=O)c1oc2ccc(OCC)cc2c1C,8,13,-1,5,-2,2.6,-9,1,5
COc1ccc(S(=O)(=O)N2CCC(C(N)=O)CC2)cc1C(=O)N1CCCCCC1,-11,13,2,10,-2,-1.1,1,0,6
Cn1cnnc1SCC(=O)Nc1ccc2nc(SCc3ccccc3)sc2c1,1,13,44*,2,5,0.9,-5,-1,-7
Cc1ccc(S(=O)(=O)N2CC=C(C(=O)NC3CC3)CC2)cc1,-1,-1,-1,0,0,-1.3,5,7,1
COCCCNC(=O)c1ccc(NC(C)=O)cc1,-4,10,4,15,7,0.5,4,5,9
Cc1cccc(C)c1NC(=O)CN1CCN(c2ccc(C(F)(F)F)cn2)CC1,-1,7,6,-5,4,.,.,-6,-3
CCn1cnc2sc(C(=O)N3CCN(c4ccc(OC)cc4)CC3)c(C)c2c1=O,-8,8,2,9,-2,-1.8,-4,8,7
C#CCOCCOCCOCCNc1nc(N2CCN(C(=O)[C@H](CCCCN)n3cc([C@@H](N)[C@H](C)CC)nn3)CC2)nc(N2CCN(C(=O)[C@H](CCC(=O)O)n3cc([C@@H](N)CCCCN)nn3)CC2)n1,7,27,3,14,-1,-0.8,-6,13,1
CN(Cc1cccc2cnccc12)C(=O)c1cc(COc2ccc(F)cc2F)on1,7,-22,4,-22,5,-0.2,6,-12,-12
CCCOc1ccc(-c2nc(C#N)c(N3CCN(C)CC3)o2)cc1,0,9,7,5,-5,0.4,10,7,-1
CN(Cc1n[nH]c(=S)n1C)S(=O)(=O)c1ccccc1,7,-7,8,5,2,2.1,-3,-3,2
Cc1cnc(C(=O)OCC(=O)C23CC4CC(CC(C4)C2)C3)cn1,25,-28,2,-12,-4,1.0,-6,-2,-10
Cc1ccc(NC(=O)Cn2cnc3ccccc32)cc1C,14,13,8,1,0,0.7,17,-4,-9
COc1ccc(CS(=O)(=O)c2nc(C)cc(C)c2S(C)(=O)=O)cc1,-7,1,8,18,0,-1.6,3,8,-4
CCC(C)[C@H](NC(=O)NCC1CCCO1)C(=O)OC (stereo partly drawn),0,4,14,-3,0,-0.8,-1,4,0
COc1ccc(CCNC(=O)c2cc3cc(Cl)ccc3nc2N)cc1OC,12,-8,.,.,11,.,.,-9,-24
CCC1CCCCN1Cc1ccc(CNS(=O)(=O)c2ccc3c(c2)oc(=O)n3C)o1 (stereo not drawn),3,4,8,14,-2,2.6,-9,-7,0
O=C(Nc1ccc2c(c1)OCO2)c1cc(C2CCCN(C(=O)CCCc3ccccc3)C2)on1 (stereo not drawn),0,27,3,36,0,.,.,-5,-5
COc1ccc(NC(=O)c2ccccc2-c2ccccc2C(=O)O)cc1,7,3,0,-3,-2,1.0,-5,-1,-4
Cc1nn(-c2ccccc2)c(Cl)c1/C=N/NC(=O)c1ccccc1NS(=O)(=O)c1cccs1,-4,-1,5,24,1,10,12,-1,0
CCCCCCCC(=O)C(C)C(=O)N(C)[C@H](Cc1ccc(OC)cc1)C(=O)N(C)[C@H](C(N)=O)C(C)C (stereo partly drawn),4,2,-2,-18,-1,-5.8,-29,2,-4
COc1cc2c3c(c1OC)C1(C=CC(=O)C=C1)CC3N(C(=O)CCC(=O)O)CC2 (stereo not drawn),0,19,-1,16,-3,0.9,1,-2,2
Cc1cc(C)cc(NC(=O)c2cccc(C(=O)Nc3cc(C)cc(C)c3)n2)c1,0,5,5,-3,0,1.2,-20,-4,0

# 2 of these compounds in another layout.
# Every second line gives: M5 antag	M1 PAM parental	TAAR1 agonist	TAAR1 antagonist	M5 ag	CRFR2-BP ag	CRFBP-R2 block	M4 PAM	M5 PAM
CCC(C)[C@H](NC(=O)NCC1CCCO1)C(=O)OC (stereo partly drawn)
 : 0	4	14	-3	0	-0.8	-1	4	0
COc1ccc(CCNC(=O)c2cc3cc(Cl)ccc3nc2N)cc1OC
 : 12	-8	.	.	11	.	.	-9	-24

# Next records:
SMILES,M5 antag,M1 PAM parental,TAAR1 agonist,TAAR1 antagonist,M5 ag,CRFR2-BP ag,CRFBP-R2 block,M4 PAM,M5 PAM
CCc1ccccc1NS(=O)(=O)c1ccc2[nH]cc(C(=O)NCC3CCCO3)c(=O)c2c1 (stereo not drawn),5,-5,12,-4,-7,-1.0,9,-4,-5
Cc1ccc(S(=O)(=O)NC(=O)NC(=O)N(C)S(=O)(=O)c2ccc(C)cc2)cc1,-7,12,1,-12,-3,-2.1,0,17,8
Clc1ccc(CSc2nnc([C@@H]3CCCN3)o2)cc1Cl,-4,15,2,-8,-8,0.4,-4,-2,8
O=C(CSc1ncnc2sc3c(c12)CCCCC3)NCc1ccco1,-8,-6,13,-7,-9,-2.4,-8,7,13

# Bioassay records as filed in PubChem BioAssay.
